High-throughput results (PubChem)
GPR55 LPI antagonism: inhibition of LPI-stimulated GPR55 beta-arrestin translocation – imaging, U2OS, beta-arrestin-GFP, LPI agonist, primary screen (AID 2013); U2OS GPR55 beta-arrestin-GFP translocation imaging, LPI antagonism; higher % means a stronger effect; inhibition, % at 10 µM, or IC50 in µM where a hit was titrated; actives 0.13% (n = 290,000);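 active = spots per cell inhibited over 60%, with over 100 cells counted and total cytoplasm intensity under 500,000; inconclusive = wells with under 100 cells, flagged as likely toxic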;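 note: U2OS cells stably carrying GPR55 and arrestin-GFP stimulated by 5 µM LPI near EC80; imaged beta-arrestin-GFP aggregate spots per cell after agonist stimulation; plate controls were LPI-stimulated DMSO wells for no effect and DMSO wells without LPI for full effect; some results filed as inactive read as strong as hits; confirmed hits need IC50 under 10 µM and bright autofluorescent wells are also inconclusive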
Large T inhibition: SV40 large T antigen inhibitors, biochemical (AID 1903); actives 0.39% (n = 310,000); SV40 large T antigen ATPase/helicase inhibition assay; higher % means a stronger effect; one-dose inhibition, % at 20 µM; IC50 in µM for titrated hits; in the data active = a potency from the dose series; inconclusive = inhibition mostly from about 32% at the one dose, without a potency; inactive = the rest, 99 in 100 with inhibition below about 32%; note: strong numbers were not always called active
RSV CPE inhibition: RSV antiviral activity via CPE protection, HEp-2 cells, primary 10 µM value included (AID 2391); HEp-2 cells, RSV-induced CPE inhibition; higher % means a stronger effect; one-dose CPE inhibition, % at 10 µM; IC50 in µM for titrated hits; actives 0.13% (n = 310,000); in the data active = a potency from the dose series; inconclusive = CPE inhibition mostly from about 23% at the one dose, without a potency; inactive = the rest, 99 in 100 with CPE inhibition below about 21%; note: strong numbers were not always called active
MgcRacGAP inhibition: MgcRacGAP GTPase-activating activity inhibitors, confirmation, biochemical, ADP Hunter fluorescence; MgcRacGAP-stimulated Rac1 GTP hydrolysis, ADP Hunter fluorescence; higher % means a stronger effect; GST-tagged Rac1 F28L mutant substrate; one-dose inhibition, % at 30 µM; IC50 in µM for titrated hits; actives 0.6% (n = 340,000); AID 624330;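 active = first-screen hits whose inhibition reached a set limit at any dose in the follow-up dose series; inconclusive = inhibition above the set first-screen limit but never retested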;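 note: fluorescence reports GDP produced by GAP-driven GTP hydrolysis; strong numbers were not always called active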
HIV fusion peptide: cell-free HIV fusion peptide-binding blockers – biochemical, uHTS, fluorescence dequenching, primary screen (AID 1986); cell-free peptide binding, fluorescence dequenching, 30 min; higher % means a stronger effect; inhibition, % at 20 µM, or IC50 in µM where a hit was titrated; actives 0.3% (n = 290,000); in the data active = inhibition mostly above about 52%, no sharp cut-off; inactive = mostly below about 76%; note: some results filed as inactive read as strong as hits
NS5 inhibitors: flavivirus cap methylation enzyme inhibition – biochemical, confirmation dose response, primary screen (AID 588689). actives 0.3% (n = 340,000). inhibition, % at 25 µM, or IC50 in µM where a hit was titrated. Dengue-2 NS5 methyltransferase capping enzyme assay, biochemical; higher % means a stronger effect; in the data active = a potency from the dose series; inconclusive = inhibition above about 29% without an active follow-up result
GPR35 arrestin U2OS: GPR35 antagonists blocking zaprinast-driven arrestin recruitment, primary screen, imaging, U2OS, beta-arrestin-GFP, zaprinast agonist (AID 2058) | U2OS GPR35 beta-arrestin-GFP translocation imaging, zaprinast antagonism; higher % means a stronger effect | inhibition, % at 10 µM; hits with a dose series show IC50 in µM | actives 0.052% (n = 290,000);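 active = inhibition of at least 50% with at least 30 cells and total cytoplasm GFP at most 10,000,000; inconclusive = under 30 cells or total GFP of 10,000,000 plus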
Salmonella PhoP GFP: inhibitors of PhoP regulon expression, primary screen, Salmonella Typhimurium, GFP reporter (AID 1863); S. Typhimurium PhoP-regulated promoter GFP reporter, 4 h; higher % means a stronger effect; one-dose inhibition, % at 50 µM; IC50 in µM for titrated hits; actives 0.16% (n = 300,000);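 active = inhibition over 29.93%, a cutoff 3 SD above the screen mean, later confirmed by dose response; inconclusive = inhibition over 29.93% but no dose response follow-up; inactive = inhibition at most 29.93% or unconfirmed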;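 note: 0% = low Mg2+ inducing control and 100% = high Mg2+ repressing control; strong numbers were not always called active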
UTI89 phage lysis: inhibition of K1F phage lysis, E. coli UTI89, bacterial capsule biogenesis inhibitors, alamar blue (AID 488966). E. coli UTI89 K1F phage lysis, alamar blue, 2 h; higher % means a stronger effect. inhibition, % at 100 µM; hits with a dose series show IC50 in µM. actives 0.02% (n = 340,000);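 active = phage lysis inhibition, versus mean bacterial control, above a set limit; inconclusive = no clear call, values can overlap the other calls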;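 note: capsule biogenesis inhibitors block K1F phage lysis so surviving cells raise fluorescence; higher fluorescence means more inhibition of phage lysis; actives were called in the ten point dose series up to 300 µM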
NS5 inhibitors pilot replicate: recorded beside NS5 inhibitors, whose call it bears; inhibition, %; measured here: pilot screen replicate inhibition
Numbers without * were called inactive; ? = inconclusive; . = not tested or not shown; [ ] = dose if it differs, or a comment.

SMILES	GPR55 LPI antagonism	Large T inhibition	RSV CPE inhibition	MgcRacGAP inhibition	HIV fusion peptide	NS5 inhibitors	GPR35 arrestin U2OS	Salmonella PhoP GFP	UTI89 phage lysis	others
CC1=CC(C)(C)N(S(=O)(=O)c2ccc(C)cc2)c2ccc(C)cc21	-1%	6%	6.2%	4%	-0.7%	-7%	0%	2%	0.0%
Cc1ccc(S(=O)(=O)N(C)c2ccc(OC(=O)c3cccs3)cc2)cc1C	.	.	5.0%	4%	.	-5%	.	.	0.5%[50 µM]
CSc1ccc(CCNC(=O)c2nn(C)c3c2CS(=O)(=O)c2ccccc2-3)cc1	14%	3%	12%	10%	0.3%	-10%	-8%	-8%	0.3%
Cc1ccc(S(=O)(=O)N2CCN(C(=O)Cc3ccc4c(c3)OCCO4)CC2)cc1C	3%	8%	-0.6%	7%	2.3%	-7%	3%	6%	2.5%[50 µM]
COC(=O)N1C(=O)[C@@](CC(C)C)(c2ccccc2)N1C(=O)OC	18%	9%	-2.1%	.	0.4%	.	10%	-4%	.
CCc1ccccc1NC(=O)Nc1cnccn1	-4%	27%	1.9%	6%	-0.3%	-3%	6%	-6%	1.4%[50 µM]
Cc1ccc(-c2csc(NC(=O)CCNC(=O)c3ccccc3Cl)n2)cc1	7%	3%	3.6%	6%	-1.6%	-8%	-4%	-8%	1.7%
COc1cc(/C=N/NC(=O)/C(=C\c2ccc([N+](=O)[O-])cc2)NC(=O)c2ccccc2)cc(OC)c1O	12%	6%	2.8%	8%	1.4%	-2%	-8%	5%	0.5%
Cc1cc(SCNC(=O)c2ccccc2)ncn1	-5%	20%	3.7%	1%	-0.9%	-12%	-2%	6%	0.1%[50 µM]
Cc1cccc(/N=C/c2c(O)ccc3oc4c(c23)CCCC4)n1	0%	23%	18%	5%	6.7%	-3%	-25%	3%	0.7%[50 µM]

Gathered by group: the entries above with nitrogen in an aromatic ring (5)
SMILES	GPR55 LPI antagonism	Large T inhibition	RSV CPE inhibition	MgcRacGAP inhibition	HIV fusion peptide	NS5 inhibitors	GPR35 arrestin U2OS	Salmonella PhoP GFP	UTI89 phage lysis	others
CSc1ccc(CCNC(=O)c2nn(C)c3c2CS(=O)(=O)c2ccccc2-3)cc1	14%	3%	12%	10%	0.3%	-10%	-8%	-8%	0.3%
CCc1ccccc1NC(=O)Nc1cnccn1	-4%	27%	1.9%	6%	-0.3%	-3%	6%	-6%	1.4%[50 µM]
Cc1ccc(-c2csc(NC(=O)CCNC(=O)c3ccccc3Cl)n2)cc1	7%	3%	3.6%	6%	-1.6%	-8%	-4%	-8%	1.7%
Cc1cc(SCNC(=O)c2ccccc2)ncn1	-5%	20%	3.7%	1%	-0.9%	-12%	-2%	6%	0.1%[50 µM]
Cc1cccc(/N=C/c2c(O)ccc3oc4c(c23)CCCC4)n1	0%	23%	18%	5%	6.7%	-3%	-25%	3%	0.7%[50 µM]

Next section
SMILES	GPR55 LPI antagonism	Large T inhibition	RSV CPE inhibition	MgcRacGAP inhibition	HIV fusion peptide	NS5 inhibitors	GPR35 arrestin U2OS	Salmonella PhoP GFP	UTI89 phage lysis	others
O=C(NNc1cccc(Cl)n1)Nc1cccc(C(F)(F)F)c1	-2%	5%	4.3%	1%	-0.4%	3%	5%	5%	-0.3%
CC(C)Cn1c(SCC(=O)N(C)c2c(N)n(Cc3ccccc3)c(=O)[nH]c2=O)nc2ccccc21	.	6%	-0.1%	-1%	.	-1%	.	-10%	1.5%[50 µM]
CCOC(=O)c1c(C)n(CCNC(C)=O)c2ccc(O)cc12	3%	1%	-0.1%	8%	0.9%	-6%	-5%	-7%	0.4%
CS(=O)(=O)N(CC(=O)NCc1ccncc1)c1cc(Cl)cc(Cl)c1	-12%	8%	0.6%	1%	-0.2%	0%	-2%	13%	0.2%
CC(=O)c1c(C)[nH]c(C(=O)CN2CCN(S(=O)(=O)c3ccccc3[N+](=O)[O-])CC2)c1C	.	.	3.3%	-4%	.	-3%	.	.	-0.1%[50 µM]
O=C1NC(=S)N/C1=C/c1cc([N+](=O)[O-])ccc1N1CCOCC1	0%	4%	-0.3%	.	-2.0%	.	15%	-6%	.
COc1ccc(CCNC(=O)c2sc3cc(C)ccc3c2Cl)cc1	20%	-4%	0.8%	10%	3.1%	0%	-12%	16%	0.5%
Cc1nn(-c2ccccc2)c(C)c1P(=O)(c1ccccc1)N(C)C (centres undefined)	-6%	7%	-1.1%	0%	0.7%	-1%	3%	3%	0.8%
COc1ccc(OC)c(CCNC(=O)Cc2ccc(NC3=NC4CS(=O)(=O)CC4S3)cc2)c1 (centres undefined)	6%	4%	0.0%	3%	-1.2%	-3%	-3%	.	-1.7%
Cc1ccccc1NC(=O)Cc1nc(COC(=O)C(NC(=O)c2ccccc2C)C(C)C)cs1 (centres undefined)	.	.	1.8%	0%	.	2%	.	.	0.5%[50 µM]
CC(C)C(=O)Nc1cccc(NC(=O)CCN2C(=O)c3ccccc3S2(=O)=O)c1	15%	4%	-0.3%	1%	1.5%	-5%	-15%	-3%	-1.6%
COC(=O)c1ccc(C(=O)OC)c(NC(=O)CSCc2ccc(Br)cc2)c1	-1%	-1%	1.9%	4%	-4.1%	-4%	-7%	0%	1.3%
COc1ccc(-c2cc(C)nc3nc(N)nn23)cc1	1%	-5%	2.6%	16%	-0.4%	0%	-6%	-4%	-1.4%
COc1ccccc1-n1c(SCC(=O)Nc2ccc(C)cc2)nc(O)cc1=O	-7%	-3%	2.1%	11%	-2.1%	2%	-7%	0%	0.1%
CC(=O)Nc1ccc(N2C(=O)c3ccc(S(=O)(=O)c4ccc(C(=O)O)cc4)cc3C2=O)cc1	11%	21%	1.7%	-7%	5.1%	-5%	-9%	0%	0.7%[50 µM]
COc1cc(NC(=S)NCc2cccs2)cc(OC)c1	18%	4%	0.7%	3%	-0.4%	-10%	-4%	6%	0.5%
CCOC(=O)C(C#N)C(Cc1ccccc1)c1ccco1 (centres undefined)	12%	11%	1.6%	8%	2.8%	-4%	2%	-11%	-2.3%
Cc1ccc(-c2nnc(SCC(=O)N/N=C/c3ccccc3C(=O)O)n2-c2ccc(C)cc2)cc1	3%	8%	-0.1%	10%	0.5%	-7%	4%	-11%	0.8%[50 µM]
Cc1ccc(O)c(C2=NCCNC(C(F)(F)C(F)F)=C2)c1	5%	14%	-0.1%	15%	-3.0%	-1%	-3%	-1%	0.1%	NS5 inhibitors pilot replicate=0.5
C=CCO/N=C(\C)c1c(O)c(C)c(-c2ccccc2)n(-c2ccccc2)c1=O	-8%	20%	0.3%	7%	-1.1%	-4%	-9%	3%	0.8%
CC(C)Cn1c(=O)c(C(=O)NCc2ccccn2)c(O)c2ccccc21	5%	-5%	11%	-4%	5.9%	-9%	4%	22%	-0.1%
COCCNC(=O)c1cc2cc(Br)cc(Br)c2oc1=O	8%	16%	1.2%	0%	-1.4%	-9%	-15%	-3%	-0.8%
Cn1cccc1/C=N/NC(=O)c1ccn[nH]1	12%	16%	0.1%	7%	-0.6%	-1%	14%	1%	0.5%[50 µM]
CC(C)(C)c1ccc(OCC(=O)N/N=C/c2ccsc2)cc1	7%	0%	1.5%	11%	4.7%	-6%	-1%	-11%	1.0%[50 µM]
O=C(c1ccccc1)c1ccc(OCC(O)CNCc2cccc(Cl)c2)cc1 (centres undefined)	17%	-5%	?	30%	-0.4%	-5%	-9%	10%	-2.1%[50 µM]
CCN(CC)C(=O)CC(c1cc(OC)c(OC)c(OC)c1)c1c(O)cc(OC)cc1OC (centres undefined)	6%	13%	0.7%	11%	2.5%	-8%	4%	-6%	0.6%
COc1ccccc1C(=O)NC(=O)CSc1nnc(N)s1	.	.	0.6%	11%	.	7%	.	.	0.5%[50 µM]
COc1ccc(N(CC(=O)NCc2ccco2)C(=O)CCC(=O)Nc2ccccn2)cc1	-7%	.	.	1%	0.5%	-12%	4%	.	0.5%
CCOC(=O)N1CCN(S(=O)(=O)c2ccc(F)c(C(=O)Nc3cc(C)cc(C)c3)c2)CC1	13%	2%	-0.4%	3%	0.5%	-7%	-8%	-11%	6.0%
CC(C)CNS(=O)(=O)c1ccc(CCC(=O)Nc2cc(Cl)ccc2Oc2ccccc2)cc1	19%	1%	6.8%	4%	0.7%	-3%	-2%	16%	4.1%
COc1cccc(OC)c1C(=O)Nc1cccc(-c2ccc3nncn3n2)c1	3%	10%	1.3%	4%	-0.1%	-8%	-10%	2%	0.1%
Cn1c(-c2ccc(F)cc2)cnc1NCc1ccccc1	-13%	16%	-1.7%	25%	-2.1%	3%	-18%	0%	0.8%	NS5 inhibitors pilot replicate=-0.8
COc1ccc2[nH]c3c(c2c1)CCn1c-3nc2sc(C(=O)Nc3ccccc3)c(C)c2c1=O	2%	4%	.	.	4.7%	.	-10%	-16%	.
Cc1nn(Cc2ccccc2Cl)c2sc(C(=O)NCc3ccc4c(c3)OCO4)cc12	5%	18%	-0.9%	11%	-0.7%	0%	20%	12%	0.4%
O=C(CSc1nnc(-c2ccccc2Br)o1)N1CCc2ccccc2C1	6%	18%	8.2%	-4%	1.5%	-7%	-1%	-16%	-1.4%
COc1cc(NC(=S)N2CCCCC2C)cc(OC)c1OC (centres undefined)	2%	6%	1.1%	13%	-3.1%	-2%	16%	-11%	0.3%
CC(=O)/C(=N\Nc1ccccc1Cl)Sc1cccc2cccnc12	-5%	1%	15%	9%	-0.6%	3%	-3%	-2%	2.6%[50 µM]
O=C1Nc2ccccc2/C1=C/C(=O)c1cccs1	12%	34%	2.6%	12%	-3.5%	.	0%	16%	-0.4%
O=C(O)c1cccc(NS(=O)(=O)c2cccc3nsnc23)c1	1%	2%	1.0%	0%	-2.5%	-3%	6%	-10%	2.5%
O=C(CN1C(=O)c2cccc3cccc1c23)NCc1cccnc1	2%	-4%	2.1%	5%	0.5%	-3%	-8%	11%	12%
CCOc1ccc(OCC)c(NC(=O)CCS(=O)(=O)c2ccc(Br)s2)c1	-1%	3%	-1.3%	6%	-0.2%	-4%	-7%	14%	0.2%
CCOC(=O)C1=C(c2ccc(OC)cc2)C(=O)c2ccccc2C1=O	-7%	-1%	-1.6%	.	-1.2%	.	-24%	9%	.
COc1cc(S(=O)(=O)Nc2ccc(C)cc2)ccc1N=Cc1c(C)c(C#N)c(=O)n(C)c1O	-4%	5%	4.4%	.	93%	.	-17%	-11%	.
